# Source: PubChem BioAssay
# APJ antagonist: blocks the human apelin receptor APJ | P35414 | CHO-K1 APJ beta-arrestin complementation, luminescence | inhibition, % at 20 µM | 330,000 compounds, 0.32% hits;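 active = inhibition above about 40% at 20 µM, limit read from the data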;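 note: cells challenged with 10 nM apelin-13 agonist together with compound; plate controls were apelin-13 plus DMSO wells for no effect and DMSO wells lacking apelin-13 for full effect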
# tim23-1 inh: inhibits growth of tim23-1 mutant yeast | AID 463212 | 330,000 compounds, 1.3% hits | S. cerevisiae tim23-1 growth, BacTiter-Glo luminescence, 24 h | inhibition, % at 20 µM;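 active = growth inhibition of the mutant yeast at or above 50%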;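 note: temperature-sensitive mutant grown at 25 °C; plate controls were DMSO-treated mutant yeast for no effect and medium wells lacking yeast for full effect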
# UPR XBP1 act: activators of adaptive arm of unfolded protein response (XBP1); AID 463104; 330,000 compounds, 0.33% hits; activation, % at 20 µM; CHO-XBP1 luciferase reporter, IRE1-XBP1 UPR activation, luminescence; percent of tunicamycin response, DMSO as zero;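 active = versus positive control, 20 µM dose yields 30% or more activation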;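 note: 100% = tunicamycin at 10 µg/mL and 0% = DMSO only wells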
#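 Material: CHO-XBP1 cells stably carrying IRE1-XBP1-driven luciferase reporter | Medium: F12 with 10% serum | Compound dosing: 20 µM single concentration, DMSO 1% | Incubation: Overnight seeding at 37 °C, 6 h compound treatment at 37 °C | Detection: Steady-Glo luminescence read | Read-out basis: % activation of reporter signal versus tunicamycin and DMSO controls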
# UPR CHOP act: apoptotic UPR (CHOP) activation; 330,000 compounds, 0.34% hits; CHO-CHOP luciferase reporter, luminescence; percent of tunicamycin response over DMSO baseline; activation, % at 10 µM; AID 449763;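 active = at 10 µM dose, activation of 40% or more, normalized to positive control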;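 note: 100% = tunicamycin at 10 µg/mL and 0% = DMSO alone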
#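 Test system: CHO-CHOP cells, stable luciferase reporter of PERK-eIF2a-CHOP signalling | Quantity: 500 CHO-CHOP cells per well | Buffer or medium: F12 plus 10% serum | Compound dosing: 10 µM single point, 0.5% DMSO | Schedule: 6 h compound treatment, 37 °C | Signal: Luciferase luminescence | Control set: Tunicamycin high control, DMSO low control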
# Mdm2 MdmX PPI: human Mdm2/MdmX binding inhibition | SaOS-2 split-luciferase Mdm2/MdmX complementation, luminescence | AID 485346 | 330,000 compounds, 3% hits | inhibition, % at 8 µM | O15151+Q00987;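 active = inhibition of at least 50% at 8 µM in the primary screen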
# Target sequence (O15151 whole entry, looked up): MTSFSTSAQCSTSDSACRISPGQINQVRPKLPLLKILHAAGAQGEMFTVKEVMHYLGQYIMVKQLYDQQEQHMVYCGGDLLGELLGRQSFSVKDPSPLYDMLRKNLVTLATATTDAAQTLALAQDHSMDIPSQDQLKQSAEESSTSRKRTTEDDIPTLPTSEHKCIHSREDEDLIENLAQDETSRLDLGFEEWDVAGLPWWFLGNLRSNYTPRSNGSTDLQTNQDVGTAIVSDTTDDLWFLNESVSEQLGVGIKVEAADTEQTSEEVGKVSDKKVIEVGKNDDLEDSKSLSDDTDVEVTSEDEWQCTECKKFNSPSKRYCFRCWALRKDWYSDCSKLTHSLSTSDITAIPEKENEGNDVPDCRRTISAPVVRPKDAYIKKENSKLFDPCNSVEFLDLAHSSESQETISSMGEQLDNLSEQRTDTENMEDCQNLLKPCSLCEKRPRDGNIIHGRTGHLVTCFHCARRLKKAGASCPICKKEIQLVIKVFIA
# Target sequence (Q00987 whole entry, looked up): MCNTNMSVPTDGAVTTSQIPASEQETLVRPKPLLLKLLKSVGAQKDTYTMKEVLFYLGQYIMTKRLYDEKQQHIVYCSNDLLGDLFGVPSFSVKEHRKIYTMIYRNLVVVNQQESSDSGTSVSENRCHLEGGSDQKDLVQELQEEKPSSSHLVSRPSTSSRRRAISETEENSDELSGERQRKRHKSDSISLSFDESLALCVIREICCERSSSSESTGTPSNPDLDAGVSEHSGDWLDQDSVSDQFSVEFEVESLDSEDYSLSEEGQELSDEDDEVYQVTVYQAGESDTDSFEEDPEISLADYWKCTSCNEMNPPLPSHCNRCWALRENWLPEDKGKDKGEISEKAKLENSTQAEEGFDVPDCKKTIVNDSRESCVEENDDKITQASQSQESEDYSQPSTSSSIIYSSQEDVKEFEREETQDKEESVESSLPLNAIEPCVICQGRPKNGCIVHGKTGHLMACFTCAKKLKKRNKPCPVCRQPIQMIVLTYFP
# 697 NFkB inh: inhibitors of the PMA/ionomycin-induced NF-kB reporter in 697 B cells; 697 B-cell NF-kB luciferase reporter, 16 h; 330,000 compounds, 0.33% hits; inhibition, % at 4 µM; in the data active = inhibition above about 35%
# APJ ag: APJ receptor agonism. AID 2520. P35414. CHO-K1 APJ PathHunter beta-arrestin, luminescence; 0% DMSO wells, 100% apelin. 330,000 compounds, 0.11% hits. activation, % at 20 µM;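 active = activation more than six SD over the plate average, tested at 20 µM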;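 note: 0% = DMSO alone and 100% = apelin-13 at 10 nM; some results filed as inactive read as strong as hits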
#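 Test system – PathHunter CHO-K1 APJ (AGTRL-1) beta-arrestin reporter cells · Input – 1000 cells/well · Compound – single test compound dose, 20 µM final, 1% DMSO · Times – compound stimulation 90 min at 25 °C, detection 60 min · Technique – beta-gal luminescence · Read-out basis – APJ–arrestin association signal · Control set – negative DMSO alone, positive Apelin-13 at 10 nM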
# Jurkat NFkB inh: lowers PMA/ionomycin-induced NF-kB signal in Jurkat cells. PMA/ionomycin-induced NF-kB luciferase reporter, luminescence. inhibition, % at 4 µM. 330,000 compounds, 0.53% hits. AID 435003; in the data active = inhibition above about 50%
# Numbers without * were called inactive. These rows are one share of the data. The share of hits here may be higher or lower than overall.
mol	APJ antagonist	tim23-1 inh	UPR XBP1 act	UPR CHOP act	Mdm2 MdmX PPI	697 NFkB inh	APJ ag	Jurkat NFkB inh
CCCCOCCCN1C(C)=CC(=C2C(=O)NC(=S)NC2=O)C=C1C	8	-11	0	-1.0	19	0	-5	-7
O=C1/C(=C/c2cc3c(cc2Cl)OCO3)N2CCC1CC2	4	44	-3	0.1	-10	9	-4	4
CSc1ncc(CN2CCCC(C(=O)c3ccccc3SC)C2)cn1 (configuration not stated)	-20	8	-2	-1.8	2	13	-2	9
O=C1C2C3CCC(O3)C2C(=O)N1CCO (configuration not stated)	6	-1	-6	1.4	4	19	-1	-21
Cc1cc(=O)oc2cc(OCC(=O)N3CCC(C(=O)O)(c4ccccc4)CC3)ccc12	-57	-13	-2	0.0	-27	18	-3	-6
C=CCn1c(O)c(C(C)=NCCN2CCOCC2)c(=O)[nH]c1=O	18	5	1	-0.8	13	13	-3	3
O=c1oc2ccccc2c(O)c1C(c1ccccn1)c1c(O)c2ccccc2oc1=O	-1	6	-1	-2.6	22	31	-2	13
Cc1ccc2c(CN3CC=C(c4ccccc4)CC3)cc(=O)oc2c1C	1	-3	0	0.4	-4	-10	-2	-1
CN(C)c1ccc(/C=C2/C(=N\O)C3CCN2CC3)cc1	1	10	2	8.7	-27	-53	1	-24
COC(=O)C(O)(c1ccc(NC(=O)c2ccco2)c(OC)c1)C(F)(F)F (configuration not stated)	13	9	-2	5.2	45	5	2	-6

# Quoted from the listing.
# O=C1/C(=C/c2cc3c(cc2Cl)OCO3)N2CCC1CC2 @ APJ antagonist: 4
# Cc1cc(=O)oc2cc(OCC(=O)N3CCC(C(=O)O)(c4ccccc4)CC3)ccc12 @ APJ ag: -3
# CCCCOCCCN1C(C)=CC(=C2C(=O)NC(=S)NC2=O)C=C1C @ APJ ag: -5
# C=CCn1c(O)c(C(C)=NCCN2CCOCC2)c(=O)[nH]c1=O @ UPR XBP1 act: 1
# CSc1ncc(CN2CCCC(C(=O)c3ccccc3SC)C2)cn1 (configuration not stated) @ APJ ag: -2
# COC(=O)C(O)(c1ccc(NC(=O)c2ccco2)c(OC)c1)C(F)(F)F (configuration not stated) @ tim23-1 inh: 9

# (further entries)
mol	APJ antagonist	tim23-1 inh	UPR XBP1 act	UPR CHOP act	Mdm2 MdmX PPI	697 NFkB inh	APJ ag	Jurkat NFkB inh
O=C(Cc1ccccc1)N1CCN(CC2CC=CCC2)CC1 (configuration not stated)	-14	16	-1	-1.5	21	16	-3	0
CCNCC1(c2ccc(OC)c(OC)c2)CCCC1	8	-6	-4	-1.3	4	-7	-1	7
CC(=O)c1cccc(NC2=NCC(C)S2)c1 (configuration not stated)	13	10	2	4.8	9	-19	-3	2
Cc1cccc(C)c1OC(=O)Cc1ccccc1	10	-9	4	-1.4	6	-3	-2	11
O=C1OC(c2ccc([N+](=O)[O-])cc2)=N/C1=C/N1CC2CC(C1)c1cccc(=O)n1C2 (configuration not stated)	-34	2	-2	0.2	-10	4	0	0
C=CCN1CC[C@]23c4c5ccc(O)c4O[C@H]2C(=O)CC[C@@]3(O)[C@H]1C5	-1	-10	-6	-0.1	3	16	-1	10
CC12CN3CN(C1)CC(C)(C3)C2=NO	6	3	2	0.4	4	13	0	6
O=S1(=O)N(CCN2CC=C(c3c[nH]c4cc(F)ccc34)CC2)c2cccc3c2N1CCC3	2	22	-10	2.0	20	4	0	-3
CC(C)OCCCNC(=O)c1c(N)n(Cc2cccs2)c2nc3ccccc3nc12	21	42	0	1.0	18	10	-5	6
O=C1/C(=C\c2cc3c(cc2Cl)OCO3)N2CCC1CC2	-16	37	1	-0.3	-13	9	0	-8

# Looked up by compound from above:
mol	APJ antagonist	tim23-1 inh	UPR XBP1 act	UPR CHOP act	Mdm2 MdmX PPI	697 NFkB inh	APJ ag	Jurkat NFkB inh
O=C1OC(c2ccc([N+](=O)[O-])cc2)=N/C1=C/N1CC2CC(C1)c1cccc(=O)n1C2 (configuration not stated)	-34	2	-2	0.2	-10	4	0	0
C=CCN1CC[C@]23c4c5ccc(O)c4O[C@H]2C(=O)CC[C@@]3(O)[C@H]1C5	-1	-10	-6	-0.1	3	16	-1	10

# Next section:
mol	APJ antagonist	tim23-1 inh	UPR XBP1 act	UPR CHOP act	Mdm2 MdmX PPI	697 NFkB inh	APJ ag	Jurkat NFkB inh
COc1ccc(C(O)c2ccccc2OP(=O)(N(C)C)N(C)C)cc1 (configuration not stated)	3	6	-1	0.5	-23	12	0	5
COc1cc(/C=C/C(=O)c2c(O)n(CCc3ccccc3)c(=O)[nH]c2=O)ccc1O	6	13	0	0.4	53*	-20	-1	-5
Cc1ccsc1C(=O)C1CCCN(Cc2cnc(N3CCCC3)s2)C1 (configuration not stated)	7	-1	-2	-0.7	24	4	-3	1
O=C1NC(=O)N(c2ccc(F)cc2)C(=O)/C1=C/c1ccsc1	11	-2	0	-1.2	29	11	-1	-30
CN1C(=O)COc2c(C(=O)NC3CN4CCC3CC4)cc(Cl)cc21 (configuration not stated)	9	-6	-5	0.0	10	26	0	-5
CCOP(=O)(OCC)C(O)c1ccc(OC)cc1 (configuration not stated)	5	13	-4	-0.8	-2	-21	4	-6
C[N+]12CCC(CC1)C(C(O)(c1ccccc1)c1cccs1)C2 (configuration not stated)	5	-9	-3	2.1	-5	25	-2	9
CCC(C)C1(CC)C(=O)NC(=O)N=C1N (configuration not stated)	-2	-3	2	-0.5	22	-3	0	5
O=C(NCc1ccc(C(=O)N2CCC3(CC2)OCCO3)cc1)c1ccc2c(c1)OCO2	-20	2	-1	-0.5	9	11	-3	-2

# Part of the list above, limited to Jurkat NFkB inh, 697 NFkB inh and APJ antagonist.
structure	Jurkat NFkB inh	697 NFkB inh	APJ antagonist
CN1C(=O)COc2c(C(=O)NC3CN4CCC3CC4)cc(Cl)cc21 (configuration not stated)	-5	26	9
CCOP(=O)(OCC)C(O)c1ccc(OC)cc1 (configuration not stated)	-6	-21	5
C[N+]12CCC(CC1)C(C(O)(c1ccccc1)c1cccs1)C2 (configuration not stated)	9	25	5
CCC(C)C1(CC)C(=O)NC(=O)N=C1N (configuration not stated)	5	-3	-2

# Entries of single compounds, looked up by structure. Values in the order: APJ antagonist | tim23-1 inh | UPR XBP1 act | UPR CHOP act | Mdm2 MdmX PPI | 697 NFkB inh | APJ ag | Jurkat NFkB inh
# COc1ccc(C(O)c2ccccc2OP(=O)(N(C)C)N(C)C)cc1 (configuration not stated) in the list: 3 | 6 | -1 | 0.5 | -23 | 12 | 0 | 5
# C[N+]12CCC(CC1)C(C(O)(c1ccccc1)c1cccs1)C2 (configuration not stated) in the list: 5 | -9 | -3 | 2.1 | -5 | 25 | -2 | 9
# CN1C(=O)COc2c(C(=O)NC3CN4CCC3CC4)cc(Cl)cc21 (configuration not stated) in the list: 9 | -6 | -5 | 0.0 | 10 | 26 | 0 | -5
